Source: PubChem (several laboratories)
14-3-3 Bad PPI: disrupts binding of bovine 14-3-3 zeta to phospho-Bad peptide | 220,000 compounds, 0.71% hits | inhibition, % at 21.7 µM | P63103 | TR-FRET 14-3-3zeta/Dy647-pBad peptide displacement, 1 h;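 active = inhibition above about 70%, limit read from the data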;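 note: 0% = full 14-3-3 plus peptide FRET controls and 100% = background without 14-3-3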
Target sequence (P63103 whole entry, looked up): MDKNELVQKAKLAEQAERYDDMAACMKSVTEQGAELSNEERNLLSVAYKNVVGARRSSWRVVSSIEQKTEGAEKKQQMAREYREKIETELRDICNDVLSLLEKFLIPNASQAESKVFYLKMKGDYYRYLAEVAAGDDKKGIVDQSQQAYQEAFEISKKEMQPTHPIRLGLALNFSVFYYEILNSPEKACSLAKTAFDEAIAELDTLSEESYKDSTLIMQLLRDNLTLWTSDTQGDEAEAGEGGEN
p47phox inh: p47phox (human) inhibition; inhibition, % at 24.7 µM; p47phox/p22phox peptide binding, fluorescence polarization, 2 h; AID 1274; 220,000 compounds, 0.53% hits; P14598;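 note: 0% = p47phox with labelled peptide and 100% = labelled peptide alone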
Target sequence (P14598 whole entry, looked up): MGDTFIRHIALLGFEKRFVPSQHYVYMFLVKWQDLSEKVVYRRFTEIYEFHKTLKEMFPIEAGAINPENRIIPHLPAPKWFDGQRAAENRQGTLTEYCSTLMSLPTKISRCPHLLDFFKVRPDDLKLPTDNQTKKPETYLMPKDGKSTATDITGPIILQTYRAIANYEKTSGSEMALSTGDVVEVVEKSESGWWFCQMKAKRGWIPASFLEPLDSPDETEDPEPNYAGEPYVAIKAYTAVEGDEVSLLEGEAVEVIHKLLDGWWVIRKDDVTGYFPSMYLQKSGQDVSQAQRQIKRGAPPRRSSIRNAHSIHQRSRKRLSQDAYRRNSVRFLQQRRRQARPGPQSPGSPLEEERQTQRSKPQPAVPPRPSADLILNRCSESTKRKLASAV
Rad51 HR inh: blocks human Rad51 in homologous recombination | 200,000 compounds, 0.085% hits | hRad51 DNA strand exchange, fluorescence dequenching | inhibition, % at 10 µM | Q06609;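 active = inhibition above 40% at the single screening dose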;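 note: 0% = DMSO control wells and 100% = blanks with heterologous ssDNA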
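Material: hRad51 filaments on single-stranded DNA; Reagent: Donor/quencher-labelled 47-bp dsDNA substrate; Compound: 10 µM final, single point; Schedule: 37 °C 15-min filament assembly, 30-min compound preincubation, 15-min exchange; Technique: FRET fluorescence, excitation 485 nm, emission 520 nm; Benchmarks: control wells and blank wells on each plate.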
hK5 inh: blocks human kallikrein 5 protease activity | inhibition, % at 5 µM | Q9Y337 | recombinant hK5, fluorogenic AMC substrate cleavage | AID 873 | 210,000 compounds, 0.59% hits;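 active = inhibition of 40% or more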;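 note: 0% = enzyme controls without compound and 100% = no-enzyme blanks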
Target sequence (Q9Y337 67-293 limits assumed): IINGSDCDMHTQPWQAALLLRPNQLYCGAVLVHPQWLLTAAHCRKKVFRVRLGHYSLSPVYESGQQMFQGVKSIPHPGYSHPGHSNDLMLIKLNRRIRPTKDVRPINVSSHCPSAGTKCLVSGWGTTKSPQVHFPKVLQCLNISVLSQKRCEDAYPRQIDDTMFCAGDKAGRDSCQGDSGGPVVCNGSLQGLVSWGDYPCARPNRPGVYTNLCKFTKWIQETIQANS
Furin inh: human furin inhibition; AID 463115; purified furin, fluorogenic substrate cleavage; inhibition, % at 30 µM; 220,000 compounds, 0.061% hits; in the data active = inhibition above about 25%; note: inactives centre near -15
EBV gp42 inh: blocks Epstein-Barr virus glycoprotein 42 binding; Q1HVG2; Fluorescence polarization binding assay, mP read-out; inhibition, % (tested at 21.74 µM); 220,000 compounds, 0.42% hits; AID 1085; in the data active = inhibition above about 50%
KCC2 mod: modulates chloride dependent transport by human KCC2. KCC2 cells, thallium flux FluoZin-2 fluorescence. B-score of Tl+ flux slope (higher = more flux/activation; lower = inhibition) at 10 µM. 190,000 compounds, 2.2% hits. AID 1456;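 active = thallium flux slope and its plate-corrected score both differing from the plate sample mean at a set confidence after two filtering rounds, in either direction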;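 note: slope of fluorescence scaled to starting intensity during 10 to 20 s after thallium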
eIF4E 4G PPI: eIF4E/eIF4G interaction inhibition in translation initiation; P63073+Q04637; TR-FRET eIF4E-eIF4GI(517-606) binding, 2 h; inhibition, % at 21.7 µM; 220,000 compounds, 0.37% hits;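 note: 0% = full FRET control wells and 100% = background wells lacking eIF4GI fragment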
thrombin 1536: blocks human thrombin protease activity; P00734; 220,000 compounds, 0.26% hits; inhibition, % at 5 µM; alpha-thrombin, Boc-VPR-AMC fluorogenic substrate cleavage; AID 1046;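 active = inhibition at or above 40%; inactive = inhibition below 40%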;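 note: 0% = enzyme with no compound and 100% = wells without enzyme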
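System – human alpha-thrombin · Medium – pH 7.5 Tris (50 mM) with NaCl 150 mM, Tween 20 0.05% · Compound – single-point dosing at 5 µM, 0.2% DMSO · Incubation – enzyme reaction carried out at room temperature · Technique – fluorescence of released AMC, ex 355 nm, em 460 nm · Read-out basis – % inhibition of thrombin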
Numbers without * were called inactive; [ ] = dose if it differs, or a comment.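 Rule for the calls, unless noted: active = inhibition above about 30% (limit read from the data); inactive = the rest.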 Outcome played no part in choosing rows; about 4.7% have a hit in one of these screens.

For Fc1ccccc1N1CCN(Cc2nc(-c3ccc(Cl)cc3Cl)no2)CC1 the results were 14-3-3 Bad PPI -7, p47phox inh 0, Rad51 HR inh -1, hK5 inh 56*, Furin inh -7[20 µM], EBV gp42 inh -7, eIF4E 4G PPI 6 and thrombin 1536 25.
`Cn1cccc1/C=N/NC(=O)CNc1cccc2ccccc12` gave 14-3-3 Bad PPI -7, p47phox inh 0, Rad51 HR inh 3, hK5 inh 3, Furin inh -17, EBV gp42 inh -7, KCC2 mod 0.4, eIF4E 4G PPI 2 and thrombin 1536 -1.
OCCNc1cc(-n2nc(-c3ccccc3)cc2-c2ccccc2)ncn1 was read as 14-3-3 Bad PPI 8, p47phox inh 4, Rad51 HR inh 10, hK5 inh 0, Furin inh -17, EBV gp42 inh -14, eIF4E 4G PPI 4 and thrombin 1536 -2.
`CCn1ncc(C2=NOC(C(=O)Nc3c(C)nn(Cc4ccc(F)cc4)c3C)C2)c1C` (centres undefined) gave 14-3-3 Bad PPI 2[fluorescence artefact?], p47phox inh -5, Rad51 HR inh -7, hK5 inh -3, Furin inh -8, EBV gp42 inh -2, KCC2 mod -0.27, eIF4E 4G PPI 0[fluorescence artefact?] and thrombin 1536 -2.
`Cc1cccc(N2CCN(c3nnc(C(F)(F)F)s3)CC2)c1` gave 14-3-3 Bad PPI -5, p47phox inh -8, Rad51 HR inh -8, hK5 inh 3, Furin inh -28, EBV gp42 inh -21, KCC2 mod 0.0063, eIF4E 4G PPI 1 and thrombin 1536 0.
Screening CCNS(=O)(=O)c1ccc(S(=O)(=O)N(Cc2ccccn2)C2CCCCC2)cc1 returned 14-3-3 Bad PPI -4, p47phox inh 0, Rad51 HR inh 1, hK5 inh -17, Furin inh -27[20 µM], EBV gp42 inh -29, KCC2 mod 0.001, eIF4E 4G PPI 3 and thrombin 1536 5.
`Nc1cc(=O)[nH]c(=O)n1Cc1ccccc1` gave 14-3-3 Bad PPI -8, p47phox inh -1, Rad51 HR inh 0, hK5 inh -3, Furin inh -19, EBV gp42 inh 7, KCC2 mod 0.59, eIF4E 4G PPI -2[fluorescence artefact?] and thrombin 1536 -2.
Screening CCOc1ccc(C(C)NC(=O)Nc2ccccc2C(=O)OC)cc1 (centres undefined) returned 14-3-3 Bad PPI -5[fluorescence artefact?], p47phox inh -6, Rad51 HR inh 10, hK5 inh -19, Furin inh -7[20 µM], EBV gp42 inh -3, eIF4E 4G PPI -10 and thrombin 1536 -9.
For CCN(Cc1cc2ccccc2[nH]c1=O)C(=O)C1CCCCC1 the results were 14-3-3 Bad PPI -3, p47phox inh -8, Rad51 HR inh 5, hK5 inh -2, Furin inh -5, EBV gp42 inh -19, eIF4E 4G PPI 3 and thrombin 1536 5.
Screening COCCNC(=O)c1ccccc1NC(=O)c1ccccc1N(C)S(=O)(=O)c1ccc(C)cc1 returned 14-3-3 Bad PPI 2, p47phox inh -16, Rad51 HR inh 3, hK5 inh -14, Furin inh -13[20 µM], EBV gp42 inh -6, KCC2 mod 0.38, eIF4E 4G PPI 4[fluorescence artefact?] and thrombin 1536 0.
Cc1ccc(N2C(=O)[C@@H]3[C@H](C2=O)C2c4ccccc4C=NN2[C@@H]3C(=O)c2ccc(Cl)cc2)cc1 (some centres undefined) was read as 14-3-3 Bad PPI -7, p47phox inh -14, Rad51 HR inh -1, hK5 inh -5, Furin inh -3, EBV gp42 inh 9, KCC2 mod -1.2, eIF4E 4G PPI 6 and thrombin 1536 0.
For O=C1N/C(=C\c2nc3ccccc3s2)c2ccccc21 the results were 14-3-3 Bad PPI 3, p47phox inh -52, Rad51 HR inh -7, hK5 inh -2, Furin inh 2, EBV gp42 inh -19, KCC2 mod 0.24, eIF4E 4G PPI -3 and thrombin 1536 3.
For CC(C)OCCCNS(=O)(=O)c1ccc2c(c1)oc(=O)n2C the results were 14-3-3 Bad PPI 7[fluorescence artefact?], p47phox inh -15, Rad51 HR inh -10, hK5 inh 42*, Furin inh -18, EBV gp42 inh -16, KCC2 mod 0.43, eIF4E 4G PPI 0[fluorescence artefact?] and thrombin 1536 14.
For CCOc1ccc(C2=NNC(c3cccs3)=Nc3ccc(OC)cc32)cc1 the results were 14-3-3 Bad PPI -6, p47phox inh -23, Rad51 HR inh -6, hK5 inh -9, Furin inh -1[20 µM], EBV gp42 inh 1, KCC2 mod 0.63, eIF4E 4G PPI -6 and thrombin 1536 0.
Screening COc1ccc(N/C(C)=C/C(=O)c2ccccc2)cc1 returned 14-3-3 Bad PPI -18, p47phox inh -6, Rad51 HR inh -1, hK5 inh 2, Furin inh -22, EBV gp42 inh -9, KCC2 mod 0.13, eIF4E 4G PPI 11 and thrombin 1536 -4.
Screening C=CCC1(N(C(C)=O)c2ccccc2)CCCCC1 returned 14-3-3 Bad PPI -1, p47phox inh 5, Rad51 HR inh 18, hK5 inh -8, Furin inh -11, EBV gp42 inh 6, KCC2 mod -1.8, eIF4E 4G PPI 3 and thrombin 1536 -5.
O=C(C1CCCN(S(=O)(=O)c2cccs2)C1)N1CCc2ccccc2C1 (centres undefined) was read as 14-3-3 Bad PPI -6, p47phox inh -5, Rad51 HR inh -9, hK5 inh -16, Furin inh -21[20 µM], EBV gp42 inh -15, KCC2 mod -3*, eIF4E 4G PPI -6 and thrombin 1536 -10.
COc1ccc(CNc2ccc3c(c2)CCC3)cc1OC was read as 14-3-3 Bad PPI 25, p47phox inh -5, Rad51 HR inh -6, hK5 inh 13, Furin inh -15[20 µM], EBV gp42 inh 10, KCC2 mod -1.6, eIF4E 4G PPI -3 and thrombin 1536 12.
`CC1=C(C(=O)N2CCOCC2)C(c2ccc(-c3ccccc3)cc2)NC(=S)N1` (centres undefined) gave 14-3-3 Bad PPI -4, p47phox inh -5, Rad51 HR inh -3, hK5 inh 6, Furin inh -22, EBV gp42 inh -12, KCC2 mod -0.77, eIF4E 4G PPI 1 and thrombin 1536 -2.
`Cc1ccc(-c2nn(C)c(=O)c3ccccc23)cc1S(=O)(=O)NCCN1CCOCC1` gave 14-3-3 Bad PPI -2[fluorescence artefact?], p47phox inh -8, Rad51 HR inh 0, hK5 inh -18, Furin inh -13[20 µM], EBV gp42 inh 0, eIF4E 4G PPI 11 and thrombin 1536 -15.
For Cc1ccc(C(C)C)c(OCC(=O)Nn2c(=O)[nH]c3ccccc3c2=O)c1 the results were 14-3-3 Bad PPI 10, p47phox inh 1, Rad51 HR inh 3, hK5 inh -19, Furin inh -8, EBV gp42 inh -10, KCC2 mod -1.2, eIF4E 4G PPI -1 and thrombin 1536 -2.
`O=C(Cn1nc(C(F)(F)F)c2c1CCCC2)Nc1ccc2c(c1)OCO2` gave 14-3-3 Bad PPI 4[fluorescence artefact?], p47phox inh 1, Rad51 HR inh -1, hK5 inh 17, Furin inh -5, EBV gp42 inh -2, KCC2 mod -0.29, eIF4E 4G PPI 0[fluorescence artefact?] and thrombin 1536 -6.
COc1ccc2c(c1)-c1nc(/N=C/c3c(O)ccc4ccccc34)sc1CC2 was read as 14-3-3 Bad PPI -8, p47phox inh 11, hK5 inh -7, Furin inh -12, EBV gp42 inh -16, KCC2 mod -0.017, eIF4E 4G PPI 3 and thrombin 1536 2.
`COc1ccc(CCC(=O)NCc2ccco2)cc1` gave 14-3-3 Bad PPI -13, p47phox inh -13, Rad51 HR inh 1, hK5 inh -33, Furin inh -4[20 µM], EBV gp42 inh 5, KCC2 mod -0.21, eIF4E 4G PPI 4[fluorescence artefact?] and thrombin 1536 0.
For Cc1nc2cc(NC(=O)N3CCC(c4ccccc4)C3)ccc2n1C (centres undefined) the results were 14-3-3 Bad PPI 2, p47phox inh -1, Rad51 HR inh -6, hK5 inh 1, Furin inh -22[20 µM], EBV gp42 inh 12, KCC2 mod 0.0047, eIF4E 4G PPI -5 and thrombin 1536 -6.
`N#Cc1ccc(-c2ccc(F)cc2)nc1Sc1ccccc1` gave 14-3-3 Bad PPI -3, p47phox inh -32, Rad51 HR inh -2, hK5 inh -3, Furin inh -17[20 µM], EBV gp42 inh -1, eIF4E 4G PPI 7 and thrombin 1536 -2.
`C/C(=N\OCC(=O)Nc1c(C)cc(C)cc1C)c1ccc2c(c1)OCCO2` gave 14-3-3 Bad PPI 8[fluorescence artefact?], p47phox inh -30, Rad51 HR inh -10, hK5 inh 0, Furin inh -17, EBV gp42 inh -39, KCC2 mod -0.5, eIF4E 4G PPI -2 and thrombin 1536 0.
`Cc1nc(SCC(=O)NC(C)(C#N)C2CC2)c2c(-c3cccs3)csc2n1` (centres undefined) gave 14-3-3 Bad PPI -19[fluorescence artefact?], p47phox inh -15, Rad51 HR inh 14, hK5 inh -10, Furin inh -24, EBV gp42 inh -4, KCC2 mod 5.1*, eIF4E 4G PPI 3 and thrombin 1536 -3.
Screening O=[N+]([O-])c1ccc(-c2nc(NCC3CCCO3)c3ccccc3n2)cc1 (centres undefined) returned 14-3-3 Bad PPI 6, p47phox inh 4, Rad51 HR inh 14, hK5 inh 2, Furin inh -16, EBV gp42 inh -3, KCC2 mod 1.2, eIF4E 4G PPI -1 and thrombin 1536 -3.
`COCCNc1ccnc2c(Cl)cccc12` gave 14-3-3 Bad PPI 34, p47phox inh 1, hK5 inh 6, Furin inh 1, EBV gp42 inh 0, KCC2 mod 1.2, eIF4E 4G PPI 2 and thrombin 1536 -3.
Cc1nn(CCc2nn[nH]n2)c2nc(C(F)(F)F)cc(C(F)(F)F)c12 was read as 14-3-3 Bad PPI 10, p47phox inh -7, Rad51 HR inh -1, hK5 inh -54, Furin inh -25, EBV gp42 inh -13, KCC2 mod -0.095, eIF4E 4G PPI 0 and thrombin 1536 0.
`CCc1ccc(CN(C)CC(=O)Nc2ccc3c(c2)CCC3)cc1` gave 14-3-3 Bad PPI -19, p47phox inh -13, Rad51 HR inh 3, hK5 inh 4, Furin inh -19, EBV gp42 inh -9, KCC2 mod -0.36, eIF4E 4G PPI 6 and thrombin 1536 -5.
For O=C(C1CCN(S(=O)(=O)c2cccc3nsnc23)CC1)N1CCc2ccccc21 the results were 14-3-3 Bad PPI -8, p47phox inh -11, Rad51 HR inh -5, hK5 inh 12, Furin inh -5, EBV gp42 inh 16, KCC2 mod -3.6, eIF4E 4G PPI 4 and thrombin 1536 -7.
CCOC(=O)c1sc(NC(=O)c2c(C)nn(Cc3ccccc3)c2C)cc1C was read as 14-3-3 Bad PPI 7[fluorescence artefact?], p47phox inh -12, Rad51 HR inh 0, hK5 inh -8, Furin inh -16[20 µM], EBV gp42 inh -15, KCC2 mod -1.3, eIF4E 4G PPI 1[fluorescence artefact?] and thrombin 1536 -1.
C/C(CC(=O)Nc1cccc(Cl)c1Cl)=N\NC(=O)c1ccccc1Br was read as 14-3-3 Bad PPI -2, p47phox inh 3, Rad51 HR inh -2, hK5 inh 1, Furin inh -10, EBV gp42 inh -9, KCC2 mod -0.55, eIF4E 4G PPI -3 and thrombin 1536 -1.

2 compounds drawn at random from those above, as already listed:
COc1ccc2c(c1)-c1nc(/N=C/c3c(O)ccc4ccccc34)sc1CC2 was read as 14-3-3 Bad PPI -8, p47phox inh 11, hK5 inh -7, Furin inh -12, EBV gp42 inh -16, KCC2 mod -0.017, eIF4E 4G PPI 3 and thrombin 1536 2.
Cc1nn(CCc2nn[nH]n2)c2nc(C(F)(F)F)cc(C(F)(F)F)c12 was read as 14-3-3 Bad PPI 10, p47phox inh -7, Rad51 HR inh -1, hK5 inh -54, Furin inh -25, EBV gp42 inh -13, KCC2 mod -0.095, eIF4E 4G PPI 0 and thrombin 1536 0.
